GlmU inhibition: inhibition of mycobacterial GlmU enzyme – biochemical, glucosamine-1-phosphate acetyltransferase (AID 1376) | one-dose inhibition, %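 (tested at 30 µM in the primary screen)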; IC50 in µM for titrated hits | M. tuberculosis GlmU acetyltransferase enzyme assay; higher % means a stronger effect | Bifunctional protein GlmU (Mycobacterium tuberculosis (strain ATCC 25618 / H37Rv)) | 220,000 compounds, 0.25% hits; in the data active means inhibition above about 13%;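 further: 0% = complete reaction with vehicle and 100% = reaction without substrate; strong numbers were not always called active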
RmlCD inh 1536: M. tuberculosis RmlC/RmlD coupled enzyme inhibitors, primary screen, biochemical, compound mixtures, 384-well, from 1536-well plates. AID 1533, 2009. RmlC+RmlD coupled enzyme assay, percent inhibition; primary screen in compound mixtures. 160,000 compounds, 0.03% hits. inhibition, % at 3.6 µM; in the data active means inhibition mostly above about 34%, no sharp cut-off; further: some results filed as inactive read as strong as hits
Target sequence (P9WH09 whole entry, looked up): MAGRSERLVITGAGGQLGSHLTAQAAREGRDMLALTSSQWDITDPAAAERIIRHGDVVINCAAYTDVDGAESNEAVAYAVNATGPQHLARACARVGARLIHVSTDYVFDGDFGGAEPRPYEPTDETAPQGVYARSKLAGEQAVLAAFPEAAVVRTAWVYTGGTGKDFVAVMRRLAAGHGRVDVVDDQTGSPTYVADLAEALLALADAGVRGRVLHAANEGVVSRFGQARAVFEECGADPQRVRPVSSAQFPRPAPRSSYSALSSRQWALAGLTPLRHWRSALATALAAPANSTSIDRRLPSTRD
Target sequence (P9WH11 whole entry, looked up): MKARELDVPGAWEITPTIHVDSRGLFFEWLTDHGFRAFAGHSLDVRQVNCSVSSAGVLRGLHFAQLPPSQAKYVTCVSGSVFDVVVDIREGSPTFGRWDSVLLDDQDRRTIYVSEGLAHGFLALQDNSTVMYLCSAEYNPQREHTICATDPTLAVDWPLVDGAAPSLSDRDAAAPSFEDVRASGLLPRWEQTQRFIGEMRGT
* hit, by the source's call; . = no result given. Some of the compounds tested; rates above refer to the full screens.

Results follow in this order: GlmU inhibition | RmlCD inh 1536
> Cc1ccc(CN2C(=O)CCC2C(=O)NC2CC2)cc1 (stereo unspecified)
 : -0.7% | 12
> N#CCn1c2ccccc2c2nc3ccccc3nc21
 : -5.9% | 5
> Cc1ccc(-c2nnn(CCC(=O)NC(C)(C)C)n2)cc1
 : 4.3% | .
> COc1cc(CNCCSc2nnnn2C)cc(Br)c1OCc1ccccc1
 : -4.6% | .
> Cc1ccc(Cn2c(C(C)Nc3nc(-c4ccc(F)cc4)cs3)nc3cc(C(=O)NCCCO)ccc32)cc1 (stereo unspecified)
 : 0.4% | .
> O=C(NC1CCCC1)C1CCCN(S(=O)(=O)c2ccc(-n3cnnn3)cc2)C1 (stereo unspecified)
 : -0.1% | 7
> O=S(=O)(CCSc1ccc(C(F)(F)F)cn1)c1ccc(Cl)cc1
 : 0.2% | 0
> Cc1ccc(N=Cc2c(O)n(-c3ccc(C)cc3)c(=O)[nH]c2=O)cc1
 : 2.6% | .
> CC1(C)CC(N2CCCC2)=CC(=[N+]2CCCC2)C1
 : 3.4% | .
> CC(C)NC(=O)CC1C(=O)NCCN1CC(c1ccccc1)c1ccccc1 (stereo unspecified)
 : -3.7% | .
> CCC1(CC)NC(=O)N(CC(=O)Nc2ccc(S(=O)(=O)N3CCOCC3)cc2)C1=O
 : -3.0% | -8
> CCN1CCN(c2nc(S(=O)(=O)c3ccc(C)cc3)c(Cl)s2)CC1
 : 2.2% | 4
> CCOC(=O)c1ccc(N/N=C/c2cc(Br)cc([N+](=O)[O-])c2O)cc1
 : -5.7% | 26
> CC(C)(C)C1CCc2c(sc(NC(=O)C3CC=CCC3C(=O)O)c2C#N)C1 (stereo unspecified)
 : 2.2% | 6
> N#CCSc1nnc(-c2ccc3c(c2)OCO3)o1
 : -10% | .
> COc1cc(/C=N/NC(=O)C[n+]2ccccc2)cc(OC)c1OC(C)=O
 : 3.7% | 43
> CSc1nc2ccccc2n1CC(=O)Nc1c(C)n(C)n(-c2ccccc2)c1=O
 : 2.4% | .
> COc1ccc2nc(Nc3nc(CSc4nc5ccccc5[nH]4)cc(=O)[nH]3)nc(C)c2c1
 : 0.8% | 2
> CCN1C(=O)N(c2cccc3ccccc23)C(C)=CC1(C)C
 : -3.1% | .
> CN(C)C(=O)c1c2c(nc3ccccc13)CCCC2
 : -1.7% | -12
> O=C(O)CSc1nnc(COc2cccc3cccnc23)n1-c1ccc(Cl)cc1
 : 1.5% | .
> COc1ccc(C(=O)NCc2nnc(SC)n2Cc2ccccc2)cc1
 : -3.6% | 94
> Nc1c([N+](=O)[O-])cc(-c2cnc[nH]2)cc1[N+](=O)[O-]
 : 2.0% | -9
> COc1ccc(-c2[nH]ncc2CN(Cc2nccn2C)C(C)C)c(F)c1
 : -5.3% | 14
> Cc1nn(C)cc1CN(C)Cc1ccc(OCC(O)CN2CCCCC2)cc1 (stereo unspecified)
 : -2.7% | -9
> CCOC(=O)c1cc2occc2n1Cc1c(F)cccc1Cl
 : 5.1% | -17
> Cc1ccc(Cn2cccc(-c3nc4ccccc4s3)c2=O)cc1
 : 4.3% | .
> O=C(CSC1=NCCS1)N1CCc2ccccc21
 : 6.1% | -1
> COC(=O)CSC1=NN1c1cc(C)nc(N)n1
 : -0.4% | .
> COc1cc2[nH]c(=S)nc(NCC3CCCO3)c2cc1OC (stereo unspecified)
 : 2.2% | .

Compound profiles (already shown). Order of screens: GlmU inhibition | RmlCD inh 1536
Shown for `COc1ccc(-c2[nH]ncc2CN(Cc2nccn2C)C(C)C)c(F)c1` : -5.3% | 14
Shown for `O=C(O)CSc1nnc(COc2cccc3cccnc23)n1-c1ccc(Cl)cc1` : 1.5% | .

New compounds follow:
Results follow in this order: GlmU inhibition | RmlCD inh 1536
> O=C(CC1Nc2ccccc2NC1=O)NCc1cccnc1 (stereo unspecified)
 : . | 4
> CCOC(=O)CSc1nnc(-c2ccco2)n1-c1ccc(C)cc1
 : -2.3% | 9
> Nc1nnc(SCC(=O)NCc2ccc3c(c2)OCO3)s1
 : 4.8% | .
> CCS(=O)(=O)N1CCCC(C(=O)NCCN2CCC(Cc3ccccc3)CC2)C1 (stereo unspecified)
 : . | 5
> CSc1nnc(-c2ccccc2Cl)n1N
 : 9.0% | 14
> O=C(Nc1ccc(C(=O)O)cc1)/C(=C/c1ccc2c(c1)OCO2)NC(=O)c1cccc(Br)c1
 : -1.4% | 20
> O=C(CN1CCOCC1)Nc1ccc(NC(=O)CN2CCOCC2)c(Cl)c1
 : -3.3% | .
> Cc1cc(C)c2nc(-c3cccnc3)cc(C(=O)Nc3ccc(S(=O)(=O)Nc4onc(C)c4C)cc3)c2c1
 : 4.0% | -8
> Cc1ccc(/C(=C\CN2CCCC2)c2ccccn2)cc1
 : -1.2% | .
> NS(=O)(=O)c1ccc(NC(=O)c2c(F)cccc2Cl)cc1
 : -2.1% | 5

Molecules above containing a COOH group:
Results follow in this order: GlmU inhibition | RmlCD inh 1536
> CC(C)(C)C1CCc2c(sc(NC(=O)C3CC=CCC3C(=O)O)c2C#N)C1 (stereo unspecified)
 : 2.2% | 6
> O=C(O)CSc1nnc(COc2cccc3cccnc23)n1-c1ccc(Cl)cc1
 : 1.5% | .
> O=C(Nc1ccc(C(=O)O)cc1)/C(=C/c1ccc2c(c1)OCO2)NC(=O)c1cccc(Br)c1
 : -1.4% | 20

2 compounds drawn at random from the list so far, as already listed:
Results follow in this order: GlmU inhibition | RmlCD inh 1536
> O=C(CC1Nc2ccccc2NC1=O)NCc1cccnc1 (stereo unspecified)
 : . | 4
> Cc1cc(C)c2nc(-c3cccnc3)cc(C(=O)Nc3ccc(S(=O)(=O)Nc4onc(C)c4C)cc3)c2c1
 : 4.0% | -8

(next part)
Results follow in this order: GlmU inhibition | RmlCD inh 1536
> C(=C\CSc1ncn[nH]1)/CSc1ncn[nH]1
 : 3.6% | -11
> CC(=O)N1CCc2cc(Br)cc(S(=O)(=O)N3CCc4ccccc43)c21
 : 1.5% | .
> CN(c1ccc(C(=O)NCc2ccc3c(c2)OCO3)cc1)S(C)(=O)=O
 : 2.4% | 9
> O=C(c1ccc(F)cc1)[C@@H]1[C@@H](C(=O)c2ccccc2)[C@@]2(C(=O)Nc3ccccc32)[C@H]2c3ccccc3C=CN12
 : 1.3% | 4
> CCOC(=O)C1=C(CN2CCN(C(=O)OCC)CC2)NC(=O)NC1c1ccc2c(c1)OCO2 (stereo unspecified)
 : 0.5% | -7
> COc1cccc(CN(C)CC(=O)Nc2ccccc2C(=O)Nc2ccccc2)c1
 : -0.4% | 36
> CC(C)(C)n1nnnc1C(c1ccccn1)N(Cc1ccccc1)Cc1ccc(Cl)cc1 (stereo unspecified)
 : 0.5% | 9
> COc1cc(NS(=O)(=O)c2ccc(C)cc2C)cc(OC)c1OC
 : 1.1% | 4
> CCn1c(=O)c2c(nc3n2CCN3c2ccccc2)n(C)c1=O
 : -6.1% | 21
> O=C(O)c1ccc(N2C(=O)CSC2c2cccc([N+](=O)[O-])c2)cc1 (stereo unspecified)
 : -4.2% | .

More structures
canonical_smiles	GlmU inhibition	RmlCD inh 1536
Cc1cccc2c1N(CC(=O)OC(C)C)C(=O)C2=O	3.2%	.
COCCn1c(SCc2ccc(C(=O)OC)o2)nc2ccccc2c1=O	-0.8%	13
CC(Cn1cnc2ccccc21)C(=O)O (stereo unspecified)	-0.5%	.
Cc1ccccc1-n1nc2c(c1NC(=O)c1cc3ccccc3oc1=O)CS(=O)(=O)C2	6.8%	1
CC(NCC1COc2ccccc2O1)C(=O)NCc1ccccc1 (stereo unspecified)	-3.6%	3
Cc1cccc2nc(-c3ccco3)c(Nc3ccc4c(c3)OCCO4)n12	2.0%	-12
CCOc1cc(/C=C(\CC(=O)O)c2nc3ccccc3s2)ccc1OC	-3.1%	-7
Cc1ccc(/C=C/C(=O)Nc2cccc3ncccc23)o1	-2.3%	7
COc1ccc(O)c(-c2c(-c3ccc(Cl)cc3)n[nH]c2C)c1	-2.2%	11
Cc1ccc(S(=O)(=O)Nc2ccc(N(C)C)cc2)cc1	0.5%	-14
COc1ccc(-c2nc3ccc([N+](=O)[O-])cc3[nH]2)cc1	1.3%	11
O=C(NCCCn1ccnc1)C(=O)c1c[nH]c2ccccc12	-0.5%	-46
Cc1ccc(S(=O)(=O)c2c(COC(=O)c3ccccc3Cl)c(-c3ccccc3)nn2C)cc1	2.9%	2
Cc1onc(-c2c(Cl)cccc2Cl)c1C(=O)c1c[nH]c(C(=O)NCCCN2CCOCC2)c1	2.1%	4
COc1ccc(Cl)cc1NC(=O)c1cnc2n(c1=O)CCS2	1.5%	.
CC(C)(C)SCCNC(=O)/C=C/c1ccccc1	0.5%	-6
O=C(NCc1ccncc1)Nc1ccc(F)cc1	1.3%	.
COCCNC(=O)C(c1ccc(C)cc1)N(C(=O)C(=O)NC1CCCC1)c1ccc2c(c1)OCCO2 (stereo unspecified)	0.7%	-12
N#C/C(=C(/O)COC(=O)c1ccc(C#N)cc1)c1nc2ccccc2s1	7.5%	4
Cc1ccccc1NS(=O)(=O)c1ccc2[nH]cc(C(=O)NCCCN3CCOCC3)c(=O)c2c1	0.8%	5
O=C(Nc1c(Cl)ccc2nsnc12)c1ccco1	0.3%	-9
COc1ccc(/C=N/NC(=O)CNc2c(Br)cc(C)cc2Br)c(C(=O)O)c1OC	-4.4%	7
CCOC(=O)N1CCN(Cc2c(NC(=O)c3ccco3)sc(C)c2C)CC1	-3.9%	-11
Cc1ccnc2nc(C(=O)OCC(=O)NCCc3ccc(Cl)cc3)nn12	1.6%	.
C#CC(C)OC(=O)C(C)NC(=O)c1ccccc1 (stereo unspecified)	0.1%	.
CC(C)CCNC(=O)C1CCN(c2nc3ccccc3o2)CC1	-1.4%	.
O=C(Nc1cccnc1)c1ccccc1Oc1ccccc1	-2.4%	33
COCCNC(=O)c1c(N)n(/N=C/c2cccs2)c2nc3ccccc3nc12	2.1%	-8
COc1ccc(CC(CC(=O)O)C(=O)Nc2ccccc2)cc1 (stereo unspecified)	9.3%	-5
O=S(=O)(c1ccc2oc3ccccc3c2c1)N1CCCC1	-2.9%	.
C=CCSc1nc2ccsc2c(=O)n1-c1ccccc1	4.2%	0
CCNc1nc(NC(C)(C)C)nc(N(C#N)CC)n1	-0.1%	8
CC(Oc1ccc(-c2ccccc2)c(F)c1)c1ccn(S(=O)(=O)c2ccc(F)cc2)n1 (stereo unspecified)	-0.8%	11
CC(=O)Nc1cc(C(=O)N2CCc3ccccc3C2)ccc1Sc1ccc(Cl)cc1	-1.9%	2
CCOC(=O)c1ccc(Nc2nc(=O)c3cccnc3s2)cc1	3.2%	.
Cc1cccc(CNCCc2ccccc2)n1	1.3%	6
O=C(OCc1nnc(-c2ccccc2)o1)c1ccc2c(c1)OCO2	3.7%	.
CC1(C)Cc2cccc(Oc3ccc(S(=O)(=O)N4CCCC4)cn3)c2O1	-5.0%	-17
CN(C(=O)Oc1ccc(C(=O)c2ccc(Cl)cc2)cc1)c1ccccc1	0.1%	4
Cc1ccccc1NC(=S)N(Cc1cccnc1)Cc1ccco1	-1.6%	.
COc1ccc(/C=N/n2cnnc2)cc1COc1ccccn1	6.6%	26
COC(=O)c1cn(C(=O)c2cc(C)cc(C)c2)c2ccccc12	-1.4%	-9
CCNC(=O)Nc1ccc(OC)cc1OC	6.8%	14
Cc1cc(Br)ccc1NC(=S)Nc1cccc([N+](=O)[O-])c1	0.3%	19
O=C(CSc1ccccc1C(=O)O)NC1CCCCCC1	12%	79
Cc1ccc(SCCNC(=S)Nc2ccc(C)cc2C)cc1	1.1%	-1
Cc1ccc(S(=O)(=O)N2CCN(C(=O)CSc3nnc(-c4ccco4)o3)CC2)cc1	2.6%	.
Cc1ccc(C)c(NC(=O)Cn2cnc3c(oc4ccccc43)c2=O)c1	1.0%	-7
Cc1cccc(CS(=O)(=O)Cc2ccc(C(=O)N3CCC4(CC3)OCCO4)o2)c1	1.1%	-6
COc1ccc(N=C2NC(=O)CS2)c([N+](=O)[O-])c1	-4.1%	28
Cn1nc(C(=O)OCC(=O)NC2CCS(=O)(=O)C2)c2ccccc2c1=O (stereo unspecified)	3.7%	-13
O=C(/C=C/c1ccccc1Cl)Nc1ccc(S(=O)(=O)Nc2ncccn2)cc1	8.1%	-8
COc1cccc(NC(=S)N(Cc2ccc(Cl)cc2)Cc2ccc(C(=O)O)cc2)c1	5.1%	.
COC(=O)c1sc2ccc(C)cc2c1C(=O)OC	5.7%	.
Cc1[nH]c2ccccc2c1/C=N/NC(=O)CCC(=O)Nc1ccccc1	-7.3%	7
O=C1COc2ccc(-c3csc(=Nc4ccc(OC(F)F)cc4)n3CC3CCCO3)cc2N1 (stereo unspecified)	0.5%	.
Cc1ccc(NC(=O)c2c(C)nc3sc(C(=O)NC4CCCC4)c(N)c3c2-c2ccco2)c(C)c1	-3.9%	.
Cc1cc(N2CCOCC2)n2cc(-c3ccccc3)nc2n1	-3.4%	-10
CCn1c(CNC(=O)c2ccc(OC)c(OC)c2)nnc1SCC(=O)Nc1ccccc1	3.0%	.
CC1(C)Cc2ccccc2-c2nc(NCCO)n(-c3ccccc3)c(=O)c21	-2.3%	8

Next part:
canonical_smiles	GlmU inhibition	RmlCD inh 1536
CCCCn1c(Cc2ccccc2)n[nH]c1=S	0.8%	26
COc1ccccc1NC(=O)COc1ccc(C(F)(F)F)cc1[N+](=O)[O-]	1.2%	.
O=C(Nc1ccc2[nH]c(=O)[nH]c2c1)Nc1ccc(F)cc1F	-2.4%	.
CCC1CCCCN1Cc1nc2c(c(=O)n(C)c(=O)n2C)n1CC(C)C (stereo unspecified)	0.4%	.
CCOC(=O)C1CCN(C(=O)CN(c2ccc3c(c2)OCO3)S(C)(=O)=O)CC1	-1.7%	-7
COc1cc(OC)c(OC)cc1CN1CCN(S(=O)(=O)c2ccc(NC(C)=O)cc2)CC1	7.2%	-9
CC(=O)c1ccc(NC(=O)Oc2ccccc2)cc1	-3.1%	-21
COCCNC(=O)CC(=O)N/N=C/c1cccc(C(=O)OC)c1	1.5%	3
Cc1nc2ccccc2c(=O)n1NC(=O)c1cc(Br)ccc1Cl	-3.5%	.

High-throughput results: PubChem BioAssay, several laboratories
